GAA inhib – blocks human lysosomal alpha-glucosidase. purified human GAA, 4-MU-alpha-glucoside fluorescence. AID 1466. P10253. 200,000 compounds, 0.005% hits. Potency, µM (series often up to 76.9 µM), without a hit: top-dose activity change, negative = inhibition, usual class: inhibitors;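 also: plate controls were uninhibited enzyme wells for no effect and no-enzyme background for full effect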
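Activity normalized between no-enzyme (basal) and enzyme-only wells. Conditions: 4 nM human enzyme, 400 uM fluorogenic substrate, citrate/phosphate pH 5.0 with Tween-20, 20 min room temperature, compounds up to 77 uM.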
GAA glycogen mod – inhibitors or activators of human alpha-glucosidase glycogen cleavage; P10253; recombinant GAA, glycogen substrate, Amplex Red glucose oxidase fluorescence; Potency, µM (series often up to 76.4 µM), inactives show at the highest dose activity change, negative = inhibition, hits mostly inhibitors; 300,000 compounds, 0.38% hits; AID 2100;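 also: 0% = full enzyme reaction and -100% = no-enzyme basal signal; the screen sought inhibitors and activators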
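Recombinant human alpha-glucosidase (4 nM final) hydrolysed bovine liver glycogen (30 ug) for 40 min at 37 C in pH 5.0 citrate/phosphate with 0.01% Tween-20. Released glucose detected by glucose oxidase/Amplex Red, Ex 573/Em 610 nm. Compounds up to 77 uM; AC50 from Hill fits.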
TexasRed fluor – Texas Red fluorescence interference in TRb-SRC2 counter-screen; TRb/SRC2 Texas Red total fluorescence interference; Potency, µM (series often up to 106 µM), for the others: at the top dose fluorescence change, negative = quenching; 280,000 compounds, 0.29% hits; AID 1479; active = well fitted curve in either direction with a large enough effect; inconclusive = small, poorly fitted or top-dose-only effect
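Human TRβ ligand-binding domain (0.6 uM) and Texas Red SRC2 peptide (20 nM) in Tris buffer with 1 uM T3 and 5% DMSO were incubated with pinned compound for 5 hr at ambient temperature. Total fluorescence was computed as S + 2P (555/632 nm).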
aGlu spleen mod – inhibits or activates alpha-glucosidase in human spleen homogenate | P10253 | human spleen homogenate, 4-MU-alpha-glucoside fluorescence | Potency, µM (series often up to 79.9 µM), for inactives: top-dose activity change, negative = inhibition, actives largely listed as inhibitors | 240,000 compounds, 0.006% hits;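 also: 0% = enzyme with vehicle and -100% = no enzyme basal signal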
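Human spleen homogenate (1 ug) incubated with compounds and 1 mM 4-methylumbelliferyl-alpha-D-glucopyranoside in pH 5.0 citrate/phosphate buffer, 37 C, 40 min. Stopped at pH 10; 4-MU fluorescence (Ex 365/Em 440 nm); AC50 by Hill fit.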
TRb SRC2 PPI – disrupts binding of human TR beta to SRC2; TRbeta-SRC2 peptide binding, fluorescence polarization; receptor liganded with 1 µM T3; AID 1469; Potency, µM (doses to about 106 µM), without a hit: at the top dose activity change, negative = inhibition, hits mostly inhibitors; 280,000 compounds, 0.065% hits;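 also: plate controls were bound peptide for no effect and peptide without receptor for full effect; nearly all actives have a fitted effect of over 50% in size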
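Compounds were added to 0.6 uM TRb ligand-binding domain and 20 nM Texas Red-labeled SRC2 peptide in Tris buffer containing 1 uM T3, incubated 5 hr at ambient temperature, then read by fluorescence polarization.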
RECQ1 inh – RECQ1 (human) helicase inhibition. P46063. RECQ1 DNA unwinding, red fluorescence kinetic read. Potency, µM (series often up to 57.3 µM), for the others: at the top dose activity, negative = inhibition, actives largely listed as inhibitors. 240,000 compounds, 0.54% hits. AID 2549;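 also: plate controls were vehicle for no effect and no enzyme for full effect; nearly all actives have a fitted effect of over 30% in size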
Target sequence (P46063 whole entry, looked up): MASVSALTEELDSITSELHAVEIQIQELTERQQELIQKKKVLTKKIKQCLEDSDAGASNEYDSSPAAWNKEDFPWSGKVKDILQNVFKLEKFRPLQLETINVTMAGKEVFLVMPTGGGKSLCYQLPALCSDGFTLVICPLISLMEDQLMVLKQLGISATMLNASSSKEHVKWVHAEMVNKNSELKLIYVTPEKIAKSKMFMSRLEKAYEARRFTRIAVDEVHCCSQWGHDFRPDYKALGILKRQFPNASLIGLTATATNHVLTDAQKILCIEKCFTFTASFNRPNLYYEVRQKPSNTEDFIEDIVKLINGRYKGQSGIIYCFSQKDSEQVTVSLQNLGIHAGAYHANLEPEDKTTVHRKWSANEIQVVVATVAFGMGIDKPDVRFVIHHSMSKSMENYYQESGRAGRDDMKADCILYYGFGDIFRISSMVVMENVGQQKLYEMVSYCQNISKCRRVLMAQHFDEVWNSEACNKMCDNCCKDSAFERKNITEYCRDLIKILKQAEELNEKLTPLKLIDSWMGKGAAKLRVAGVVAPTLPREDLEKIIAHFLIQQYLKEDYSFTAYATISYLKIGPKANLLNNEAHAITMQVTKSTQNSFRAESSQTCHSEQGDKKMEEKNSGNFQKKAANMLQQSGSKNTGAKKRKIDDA
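50 nM RECQ1T1 preincubated 15 min with compound in Tris pH 8.0 buffer with MgCl2, DTT, Tween-20 and 2.5 ug/ml poly(dI-dC); started with 200 nM TAMRA/BHQ-2 forked duplex and 2 mM ATP. Unwinding read as fluorescence (525/598 nm), two reads 2 h apart.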
RGS12 GoLoco inh – inhibitors of human Gai1-RGS12 GoLoco interaction (red fluorophore) | P63096 | Gai1:RGS12 GoLoco peptide FP, rhodamine, 10 min | Potency, µM (top dose mostly 61.6 µM), for the others: top-dose activity, negative = inhibition, most hits filed as inhibitors | 230,000 compounds, 0.44% hits | AID 880; active = well fitted inhibition curve with a large enough effect, not every such curve was filed as active; inactive = no such curve, though single readings can be large or run the other way; also: nearly all actives have a fitted effect of over 30% in size; many of its hits are not listed in these tables
Target sequence (P63096 whole entry, looked up): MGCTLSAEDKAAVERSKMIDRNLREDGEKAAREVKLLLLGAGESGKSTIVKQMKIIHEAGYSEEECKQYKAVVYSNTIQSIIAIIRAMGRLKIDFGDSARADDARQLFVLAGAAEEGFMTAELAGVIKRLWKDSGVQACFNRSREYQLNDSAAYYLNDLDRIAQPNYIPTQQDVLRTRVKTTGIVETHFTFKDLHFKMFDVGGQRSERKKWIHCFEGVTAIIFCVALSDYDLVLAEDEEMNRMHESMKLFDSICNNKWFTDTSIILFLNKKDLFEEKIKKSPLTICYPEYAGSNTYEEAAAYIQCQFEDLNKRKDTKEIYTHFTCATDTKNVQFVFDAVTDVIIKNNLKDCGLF
L3MBTL1 block – blocks human L3MBTL1; Q9Y468; AlphaScreen L3MBTL1–H3K9me1 peptide binding; Potency, µM (highest dose often 57.1 µM), inactives show top-dose activity, negative = inhibition, most hits filed as inhibitors; 230,000 compounds, 0.66% hits; AID 485360; also: nearly all actives have a fitted effect of over 60% in size
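Displacement of a biotinylated histone H3(1-15) peptide monomethylated at Lys9 (75 nM) from L3MBTL1 (50 nM) was measured by AlphaScreen after a 30 min room-temperature compound incubation; cefsulodin titration served as intraplate control.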
* hit, by the source's call; [ ] = dose if it differs, or a comment. Unless noted, calls follow the shape of the dose curve; as a rule, active = well fitted curve in the direction sought with a large enough effect; inconclusive = small, poorly fitted or top-dose-only effect, or another doubt; inactive = no such curve, though single readings can be large; an effect the other way counts as inactive or inconclusive. Unless noted, % is scaled to controls: 0 for no effect and ±100 for the full control effect; potency is read from the fitted curve at half-maximal effect. Some of the compounds tested; rates above refer to the full screens.

What do the screens show for `Cc1cccc(NC(=O)c2cccc(Cn3cc(Br)c([N+](=O)[O-])n3)c2)c1C`?
GAA inhib: -5.0%; GAA glycogen mod: -0.9%; TexasRed fluor: -0.3%; aGlu spleen mod: -3.7%; TRb SRC2 PPI: -4.5%; RECQ1 inh: -2.8%; RGS12 GoLoco inh: 12.7%; L3MBTL1 block: -1.2%

Results for CC1C=CCC2C(=O)N(c3ccccc3OC(=O)c3ccco3)C(=O)C12 (stereo unspecified) ?
GAA inhib: inconclusive; GAA glycogen mod: 1.7%; TexasRed fluor: -1.8%; aGlu spleen mod: 0.3%; TRb SRC2 PPI: -0.3%; RECQ1 inh: 16.0%; RGS12 GoLoco inh: 10.1%; L3MBTL1 block: -2.5%

What do the screens show for `O=C(CCCc1c[nH]c2ccccc12)NCC1COc2ccccc2O1` (stereo unspecified)?
GAA inhib: -10.9%; GAA glycogen mod: -3.4%; TexasRed fluor: -3.0%; aGlu spleen mod: 2.8%; TRb SRC2 PPI: -6.0%; RECQ1 inh: inactive; RGS12 GoLoco inh: 7.4%

How did C=CCn1c(COc2cccc3ccc(C)nc23)nnc1SCC(N)=O do in these assays?
GAA inhib: -4.0%; GAA glycogen mod: 2.6%; TexasRed fluor: -2.7%; aGlu spleen mod: -2.2%; TRb SRC2 PPI: -17.1%; RECQ1 inh: -1.1%; RGS12 GoLoco inh: 11.1%; L3MBTL1 block: 1.6%

How did Cn1cccc1CC(=O)N/N=C/c1ccco1 do in these assays?
GAA glycogen mod: -10.9%; TexasRed fluor: -2.7%; aGlu spleen mod: -4.8%; TRb SRC2 PPI: -1.5%; RECQ1 inh: inconclusive; RGS12 GoLoco inh: 10.6%; L3MBTL1 block: -8.6%

How did CCOC(=O)CSc1nc(NC#N)nc(N(CC)CC)n1 do in these assays?
GAA inhib: 0.9%; GAA glycogen mod: 0.9%; TexasRed fluor: -0.9%; aGlu spleen mod: -10.1%; TRb SRC2 PPI: -24.4%; RECQ1 inh: -2.9%; RGS12 GoLoco inh: 2.1%; L3MBTL1 block: -7.1%

How did Cn1c(SCC(=O)N2c3ccccc3CCc3ccccc32)nnc1-c1cc2ccccc2cc1O do in these assays?
GAA inhib: inconclusive; GAA glycogen mod: 11.8%; TexasRed fluor: 3.2%; aGlu spleen mod: -5.2%; TRb SRC2 PPI: 2.6%; RECQ1 inh: -1.2%; RGS12 GoLoco inh: -6.9%; L3MBTL1 block: -5.8%

What do the screens show for `CCOC(=O)c1c(C)nn(-c2ncccc2NC(=O)NC(C)C)c1C`?
GAA inhib: -1.0%; GAA glycogen mod: 10.8%; TexasRed fluor: -1.1%; aGlu spleen mod: 6.1%; TRb SRC2 PPI: 2.7%; RECQ1 inh: -3.2%; RGS12 GoLoco inh: -23.6%; L3MBTL1 block: 8.4%

Results for C[C@@H]1CC=C[C@H]2[C@H]1C(=O)N(Cc1ccccc1)[C@H]2c1ccc(-c2cc3ccccc3s2)cc1F ?
GAA glycogen mod: 2.2%; TexasRed fluor: 1.0%; aGlu spleen mod: 2.7%; TRb SRC2 PPI: 2.7%; RECQ1 inh: inactive; RGS12 GoLoco inh: 2.9%

What do the screens show for `COc1ccc2cc3cc(C(=O)Nc4ccc5c(c4)OCO5)oc3nc2c1`?
GAA inhib: -2.9%; GAA glycogen mod: 4.1%; TexasRed fluor: -2.4%; aGlu spleen mod: -1.4%; TRb SRC2 PPI: -10.3%; RECQ1 inh: -7.9%; RGS12 GoLoco inh: -7.2%; L3MBTL1 block: 7.3%

2 compounds picked at random from the list so far, as already listed:
Results for CC1C=CCC2C(=O)N(c3ccccc3OC(=O)c3ccco3)C(=O)C12 (stereo unspecified) ?
GAA inhib: inconclusive; GAA glycogen mod: 1.7%; TexasRed fluor: -1.8%; aGlu spleen mod: 0.3%; TRb SRC2 PPI: -0.3%; RECQ1 inh: 16.0%; RGS12 GoLoco inh: 10.1%; L3MBTL1 block: -2.5%

How did Cn1c(SCC(=O)N2c3ccccc3CCc3ccccc32)nnc1-c1cc2ccccc2cc1O do in these assays?
GAA inhib: inconclusive; GAA glycogen mod: 11.8%; TexasRed fluor: 3.2%; aGlu spleen mod: -5.2%; TRb SRC2 PPI: 2.6%; RECQ1 inh: -1.2%; RGS12 GoLoco inh: -6.9%; L3MBTL1 block: -5.8%

Next part.
How did CC(C)(C)c1cc(C(=O)N/N=C/c2ccc(O)cc2)n(-c2ccccc2)n1 do in these assays?
GAA inhib: -7.7%; GAA glycogen mod: 11.1%; TexasRed fluor: -1.0%; aGlu spleen mod: -18.3%; TRb SRC2 PPI: 0.5%; RECQ1 inh: -4.2%; RGS12 GoLoco inh: -3.8%; L3MBTL1 block: -7.1%

How did COc1ccc(NC(=O)c2ccccc2-c2ccc(C(F)(F)F)cc2)cc1S(=O)(=O)N1CCOCC1 do in these assays?
GAA inhib: inconclusive; GAA glycogen mod: 5.3%; TexasRed fluor: 0.0%; aGlu spleen mod: -0.3%; TRb SRC2 PPI: -7.7%; RECQ1 inh: -3.4%; RGS12 GoLoco inh: 2.0%; L3MBTL1 block: -0.5%

What do the screens show for `O=C(CSc1nnnn1-c1ccccc1)Nc1ccc(Cl)cn1`?
GAA inhib: -3.5%; GAA glycogen mod: -8.7%; TexasRed fluor: -2.2%; aGlu spleen mod: -6.4%; TRb SRC2 PPI: 3.1%; RECQ1 inh: inactive; RGS12 GoLoco inh: 15.3%; L3MBTL1 block: 11.3%[11.4 µM]

How did O=C1c2ccccc2C(=O)N1OS(=O)(=O)c1ccccc1 do in these assays?
GAA inhib: 5.9%; GAA glycogen mod: 1.1%; TexasRed fluor: -2.3%; aGlu spleen mod: 0.9%; TRb SRC2 PPI: 5.4%; RECQ1 inh: -4.7%; RGS12 GoLoco inh: -5.1%; L3MBTL1 block: 3.5%

How did CCOC(=O)c1sc(SCC(=O)Nc2ccc(N(C)C)cc2)nc1N do in these assays?
GAA inhib: 6.6%; GAA glycogen mod: -19.1%; TexasRed fluor: -1.4%; aGlu spleen mod: -9.0%; TRb SRC2 PPI: -14.6%; RECQ1 inh: -12.3%; RGS12 GoLoco inh: -23.4%; L3MBTL1 block: -15.5%

Results for COc1ccc(C2=NN(C(=O)CSc3ncccn3)C(c3cccc(OC)c3OC)C2)cc1 (stereo unspecified) ?
GAA inhib: 2.6%; GAA glycogen mod: -4.5%; TexasRed fluor: 2.1%; aGlu spleen mod: -4.2%; TRb SRC2 PPI: -3.2%; RECQ1 inh: -5.7%; RGS12 GoLoco inh: -11.0%; L3MBTL1 block: 2.4%

Results for COc1ccc(C(=O)Oc2cc(N)n(S(=O)(=O)c3ccccc3)n2)cc1 ?
GAA inhib: 0.2%; GAA glycogen mod: -8.2%; TexasRed fluor: -4.4%; aGlu spleen mod: -17.9%; TRb SRC2 PPI: 5.3%; RECQ1 inh: 0.8%; RGS12 GoLoco inh: -0.7%; L3MBTL1 block: 9.1%

What do the screens show for `O=C(Cn1cnc2c(oc3ccccc32)c1=O)N1CCCc2ccccc21`?
GAA inhib: -7.6%; GAA glycogen mod: -5.4%; TexasRed fluor: -6.8%; aGlu spleen mod: -2.5%; TRb SRC2 PPI: -5.8%; RECQ1 inh: inactive; RGS12 GoLoco inh: 10.5%

What do the screens show for `CCS(=O)(=O)Nc1cccc(C2=NN(S(=O)(=O)c3ccc(C)cc3)C(c3ccco3)C2)c1` (stereo unspecified)?
GAA inhib: -3.0%; GAA glycogen mod: -5.1%; TexasRed fluor: 1.3%; aGlu spleen mod: -18.7%; TRb SRC2 PPI: -9.9%; RECQ1 inh: -7.5%; RGS12 GoLoco inh: 3.4%

How did CCOC(=O)C1(C)/C(=N/Nc2ccccc2Cl)C(=O)C(=O)N1c1ccccc1 (stereo unspecified) do in these assays?
GAA inhib: -7.6%; GAA glycogen mod: -1.6%; TexasRed fluor: -8.0%; aGlu spleen mod: -2.2%; TRb SRC2 PPI: -0.9%; RECQ1 inh: inactive; RGS12 GoLoco inh: -5.0%

Grouped by structure: the compounds so far containing fluorine (two)
Results for C[C@@H]1CC=C[C@H]2[C@H]1C(=O)N(Cc1ccccc1)[C@H]2c1ccc(-c2cc3ccccc3s2)cc1F ?
GAA glycogen mod: 2.2%; TexasRed fluor: 1.0%; aGlu spleen mod: 2.7%; TRb SRC2 PPI: 2.7%; RECQ1 inh: inactive; RGS12 GoLoco inh: 2.9%

How did COc1ccc(NC(=O)c2ccccc2-c2ccc(C(F)(F)F)cc2)cc1S(=O)(=O)N1CCOCC1 do in these assays?
GAA inhib: inconclusive; GAA glycogen mod: 5.3%; TexasRed fluor: 0.0%; aGlu spleen mod: -0.3%; TRb SRC2 PPI: -7.7%; RECQ1 inh: -3.4%; RGS12 GoLoco inh: 2.0%; L3MBTL1 block: -0.5%

Continuation.
What do the screens show for `O=C(CCCCCn1c(=S)[nH]c2ccc(N3CCOCC3)cc2c1=O)NC1CCN(Cc2ccccc2)CC1`?
GAA inhib: -3.6%; GAA glycogen mod: -23.9%; TexasRed fluor: -1.8%; aGlu spleen mod: -9.3%; TRb SRC2 PPI: -7.7%; RECQ1 inh: 10.5%; RGS12 GoLoco inh: -33.9%

How did Cc1cc(C)nc(NS(=O)(=O)c2ccc(NC(=O)c3ccc4c(c3)OCCO4)cc2)n1 do in these assays?
GAA inhib: 0.2%; GAA glycogen mod: 0.2%; TexasRed fluor: -7.1%; aGlu spleen mod: -2.2%; TRb SRC2 PPI: 2.3%; RECQ1 inh: inactive; RGS12 GoLoco inh: 17.7%; L3MBTL1 block: -5.3%[11.4 µM]

How did COc1ccc(SC[C@H](CC(C)C)N2CCN(C)CCC2=O)cc1 do in these assays?
GAA glycogen mod: 5.2%; TexasRed fluor: -0.1%; aGlu spleen mod: -3.9%; TRb SRC2 PPI: -1.9%; RECQ1 inh: inactive; RGS12 GoLoco inh: 6.5%

How did Nc1cc(=O)[nH]c(SCc2nnnn2-c2ccc(Cl)cc2)n1 do in these assays?
GAA inhib: 5.1%; GAA glycogen mod: -7.8%; TexasRed fluor: 1.3%; aGlu spleen mod: -2.7%; TRb SRC2 PPI: 0.2%; RECQ1 inh: -13.6%; RGS12 GoLoco inh: -11.3%; L3MBTL1 block: -3.6%
